From PubChem
PAFAH2 FP inh: PAFAH2 (human) inhibition. recombinant PAFAH2, FP-rhodamine activity probe, fluorescence polarization. inhibition, % at 3.39 µM. 340,000 tested, 0.99% active. AID 492956;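 active = inhibition above the mean over all tested compounds plus 3 SD, cut at about 30% in these data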;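 also: inhibitors block probe labeling of enzyme so polarization drops; 0% = enzyme with DMSO and 100% = wells lacking PAFAH2 protein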
PAD4 inh: PAD4 (human) enzyme inhibition; AID 485272; recombinant PAD4, RCA probe fluorescence polarization; Q9UM07; 330,000 tested, 0.41% active; inhibition, % at 6.36 µM;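 active = percent inhibition above a cutoff equal to the mean of all tested compounds plus 3 SD, cut at about 15% in these data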;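 also: 0% = PAD4 with RCA probe and DMSO and 100% = probe without PAD4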
PAFAH1B2 inh: inhibitors of human PAFAH1B2 | 340,000 tested, 1.2% active | recombinant PAFAH1B2, FP-rhodamine activity probe, fluorescence polarization | P68402 | AID 492953 | inhibition, % at 3.39 µM;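 active = inhibition above the mean of all tested compounds plus 3 SD, cut at about 24% in these data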;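 also: 0% = enzyme with DMSO and 100% = wells lacking PAFAH1B2; many of its hits are not listed in these tables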
Target sequence (P68402 whole entry, looked up): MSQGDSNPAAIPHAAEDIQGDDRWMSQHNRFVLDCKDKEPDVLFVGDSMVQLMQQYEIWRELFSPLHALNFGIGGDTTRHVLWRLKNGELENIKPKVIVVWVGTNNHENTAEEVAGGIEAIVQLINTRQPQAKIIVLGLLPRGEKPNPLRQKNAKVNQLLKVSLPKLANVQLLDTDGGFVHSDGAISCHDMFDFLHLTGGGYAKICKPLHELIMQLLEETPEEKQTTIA
PAFAH1B3 inh: blocks human PAF acetylhydrolase 1B catalytic subunit 3. recombinant PAFAH1B3, FP-rhodamine probe, fluorescence polarization. inhibition, % at 3.39 µM. Q15102. AID 492972. 340,000 tested, 0.28% active;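 active = inhibition above the screen-wide average of all tested compounds plus 3 SD, cut at about 25% in these data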;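 also: 0% = enzyme with DMSO only and 100% = wells lacking PAFAH1B3 protein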
Target sequence (Q15102 whole entry, looked up): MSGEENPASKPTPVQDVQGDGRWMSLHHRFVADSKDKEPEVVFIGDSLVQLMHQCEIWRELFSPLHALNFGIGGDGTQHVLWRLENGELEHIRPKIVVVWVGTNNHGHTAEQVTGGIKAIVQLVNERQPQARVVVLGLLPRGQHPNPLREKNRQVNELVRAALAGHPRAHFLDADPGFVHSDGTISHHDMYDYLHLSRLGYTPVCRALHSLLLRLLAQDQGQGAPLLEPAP
pPAFAH inh: pPAFAH (human) enzyme inhibition. 330,000 tested, 1.5% active. inhibition, % at 3.39 µM. recombinant pPAFAH, FP-rhodamine probe fluorescence polarization. AID 463082. Q13093;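 active = inhibition above the mean inhibition across the screen plus 3 SD, cut at about 25% in these data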;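 also: inhibitors block binding of the rhodamine activity-based probe so polarization drops; 0% = enzyme with DMSO and 100% = wells lacking pPAFAH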
Fam108B inh: counter-screen for RBBP9 inhibitors: inhibitors of mouse Fam108B | inhibition, % at 9.51 µM | AID 1947 | 300,000 tested, 0.33% active | recombinant Fam108B, FP-Rh probe fluorescence polarization;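 active = inhibition above the screen mean inhibition plus 3 SD, computed separately per campaign, cut at about 18% in these data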;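 also: inhibitors lower polarization as less probe binds the enzyme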
LYPLA1 counter: blocks human lysophospholipase 1, a PME1 counter-screen | inhibition, % at 5.9 µM | 320,000 tested, 0.16% active | O75608 | recombinant LYPLA1, FP-Rh probe fluorescence polarization;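 active = inhibition above the mean of all tested compounds plus 3 SD, set per campaign, cut at about 14% in these data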;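 also: inhibitors block serine hydrolase probe labeling of LYPLA1 so polarization falls; 0% = enzyme with DMSO and 100% = wells lacking LYPLA1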
Target sequence (O75608 whole entry, looked up): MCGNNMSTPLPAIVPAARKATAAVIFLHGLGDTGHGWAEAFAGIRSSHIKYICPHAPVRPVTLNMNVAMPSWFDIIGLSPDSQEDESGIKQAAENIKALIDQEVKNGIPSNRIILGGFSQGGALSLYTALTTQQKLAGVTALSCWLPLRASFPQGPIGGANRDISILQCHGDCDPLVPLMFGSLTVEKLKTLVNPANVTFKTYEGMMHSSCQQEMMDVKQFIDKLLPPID
GSTO1 inh: GSTO1 inhibition, counter-screen for RBBP9 inhibitors | recombinant GSTO1, activity-based probe fluorescence polarization | 300,000 tested, 1.1% active | inhibition, % at 5.96 µM | P78417;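 active = inhibition above the campaign mean inhibition plus 3 SD, cut at about 35% in these data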;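 also: 0% = GSTO1-1 with DMSO and 100% = wells lacking GSTO1-1 enzyme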
Target sequence (P78417 whole entry, looked up): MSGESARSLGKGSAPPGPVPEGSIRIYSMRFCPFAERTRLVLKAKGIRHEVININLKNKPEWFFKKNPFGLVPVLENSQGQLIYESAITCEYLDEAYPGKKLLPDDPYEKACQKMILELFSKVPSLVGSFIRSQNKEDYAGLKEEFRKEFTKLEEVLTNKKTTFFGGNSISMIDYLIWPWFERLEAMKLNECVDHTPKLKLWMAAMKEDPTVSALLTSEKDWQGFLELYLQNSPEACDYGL
PME-1 primary: blocks human protein phosphatase methylesterase 1 | recombinant PME-1, FP-Rh probe fluorescence polarization | Q9Y570 | AID 2130 | inhibition, % at 5.9 µM | 320,000 tested, 0.53% active;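 active = inhibition above the campaign mean of all compounds plus 3 SD, cut at about 26% in these data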;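 also: competitive labeling of PME-1 active site by serine hydrolase directed probe; 0% = PME-1 with DMSO and 100% = wells lacking PME-1 enzyme; inhibitors block probe labeling so polarization falls and inhibition rises; many of its hits are not listed in these tables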
* marks the source's active call; other numbers are inactive results; . = no result given; & = joins results of further samples. The list is partial. The share of hits here may be higher or lower than overall.

1	N=c1c(S(=O)(=O)c2ccc(Cl)cc2)cc2c(=O)n3ccccc3nc2n1C1CCCC1
2	CCOc1ccccc1C1C(C(=O)Nc2ccccc2OC)=C(C)Nc2nc(CCCO)nn21 (centres undefined)
3	CCOC(=O)c1c(C)c(C(=O)N2CCN(c3ccc(F)cc3)CC2)c(C)n1C
4	CCCCc1nnc(NC(=O)C23CC4CC(CC(NC(C)=O)(C4)C2)C3)s1
5	CN(C)c1ncc(CN2CCC(CO)(CCCc3ccccc3)CC2)s1
6	CC1=C(C(=O)Nc2ccccn2)C(c2cn(C)nc2C)C2=C(CCCC2=O)N1 (centres undefined)
7	CCOc1cccc(Nc2cc3n(c(=O)n2)CCc2cc(OC)c(OC)cc2-3)c1
8	O=C(COc1ccc(Cl)cc1Cl)NC(=O)N1CCCCC1

screen / no.	1	2	3	4	5	6	7	8
PAFAH2 FP inh	1	4	8	-1	-8	-5	4	-2
PAD4 inh	1	4	-6	-3	-3	-1	-2	-2
PAFAH1B2 inh	1	6	6	-1	7	0	3	-1
PAFAH1B3 inh	0	1	-7	-10	0	3	-8	5
pPAFAH inh	2	6	9	-2	2	2	0	7
Fam108B inh	-6	4	1	1	-1	3	-3	-2
LYPLA1 counter	1	2	6	-5	1	0	-1	1
GSTO1 inh	2	4	5	2	-3	-2	-5	-2
PME-1 primary	4	-5	-6	1	-3	2	-93	-2

9	O=C(CSC1CCCCC1)Nc1nccs1
10	CN=C1SC(CC(=O)Nc2sc(C)c(C)c2C(=O)OC)C(=O)N1C (centres undefined)
11	NNC(=O)c1nc[nH]c1C(=O)Nc1ccccc1
12	COc1ccc(CNCCc2ccc(Cl)cc2)cc1OCc1ccccc1
13	CCCN1CCN(C(=O)CCc2nnc3ccc(N4CCN(c5cccc(OC)c5)CC4)nn23)CC1
14	COCCNC(=O)C(c1ccc(O)cc1)N(Cc1cccs1)C(=O)CCC(=O)Nc1ccccn1 (centres undefined)
15	Cc1cccc(N2CCN(C(=O)c3cccn4c(=O)c5c(C)c(C)sc5nc34)CC2)c1C
16	CCOc1ccc(NS(=O)(=O)c2cc(NC(=O)c3cccc(C)c3)ccc2Cl)cc1

screen / no.	9	10	11	12	13	14	15	16
PAFAH2 FP inh	-1	7	-9	0	4	-5	-5	-62
PAD4 inh	-2	-1	3	-4	-1	5	-2	-4
PAFAH1B2 inh	13	2	-2	20	6	3	-1	-23
PAFAH1B3 inh	3	2	8	12	12	5	6	-25
pPAFAH inh	-1	-2	-3	4	2	-1	4	-30
Fam108B inh	-3	-7	-5	2	-3	2	-1	-40
LYPLA1 counter	-3	0	0	0	0	-1	-1	-37
GSTO1 inh	-5	8	4	4	2	8	-5	-18
PME-1 primary	-7	3	-4	0	3	-5	1	-58

17	CCN1CSC(=S)N(Cc2ccc(OC)cc2)C1
18	NS(=O)(=O)Cc1noc2ccccc12
19	O=C(COc1ccc2ccc(=O)oc2c1)N1CCN(c2ccc(F)cc2)CC1
20	COc1ccccc1NC(=O)NC1CC(=O)N(c2ccc3c(c2)OCCO3)C1 (centres undefined)
21	O=c1c2c3c(sc2nc2n1CCCC2)CCCC3
22	Cc1[nH]n(-c2ccccc2)c(=O)c1C(c1ccc(O)c([N+](=O)[O-])c1)c1c(C)[nH]n(-c2ccccc2)c1=O
23	Cc1cccn2c(=O)c3cc(C(=O)N4COCC4(C)C)sc3nc12
24	COc1ccc(N2C(=O)CSC2c2ccccc2)cc1 (centres undefined)

screen / no.	17	18	19	20	21	22	23	24
PAFAH2 FP inh	-3	-3&0	2	4	5	2	8	-3
PAD4 inh	-4	1	1	-4	-4	57*	-6	2
PAFAH1B2 inh	-1	0&3	7	-1	4	0	-2	7
PAFAH1B3 inh	-2	6&7	3	3	5	8	11	3
pPAFAH inh	6	1	0	-3	5	1	-3	-1
Fam108B inh	-5	1	1	4	1	-2	-6	-2
LYPLA1 counter	2	-1	-3	-1	0	1	-1	1
GSTO1 inh	16	7	4	-7	5	59*	5	-4
PME-1 primary	-3	5	1	-6	5	7	-4	-5

25	O=C(COc1cccc2ccccc12)N1c2ccccc2CCc2ccccc21
26	CS(=O)(=O)NN1C(=O)c2ccccc2NC12CCCC2
27	O=C(C[N+]1(CC#Cc2ccccc2)CCOCC1)c1ccccc1
28	CN(C)S(=O)(=O)c1cc(NC(=O)COC(=O)c2nc(Cl)ccc2Cl)ccc1Cl
29	OC[C@H]1OC(O)[C@@H](O)[C@@H](O)[C@@H]1O (some centres undefined)
30	CNC(=O)c1ccc(-n2nc(C)cc2-c2ccccc2)cc1
31	N#Cc1c(-c2ccccc2)[nH]c(=S)[nH]c1=O
32	CCN=C1SC(C(=O)Nc2cccc(C)c2)CC(=O)N1CC (centres undefined)

screen / no.	25	26	27	28	29	30	31	32
PAFAH2 FP inh	-16	-6	0	16	3	-2	-2	7
PAD4 inh	1	-1	-9	-9	-4	-1	-2	5
PAFAH1B2 inh	3	2	6	3	4	5	0	-1
PAFAH1B3 inh	-14	5	8	9	2	10	-5	3
pPAFAH inh	9	8	0	3	5	13	2	-4
Fam108B inh	-7	0	-3	.	-2	5	1	-3
LYPLA1 counter	1	2	-1	.	0	2	-1	-4
GSTO1 inh	-2	-10	8	.	1	5	1	2
PME-1 primary	8	-1	4	.	-2	0	-1	-10

33	CC(C)CCC1(CCNC(=O)c2cccs2)CCOC(C)(C)C1 (centres undefined)
34	Cc1ccc(S(=O)(=O)N(CC(=O)Nc2ccccc2C(=O)O)c2ccccc2C)cc1
35	CCOC(=O)c1c(C)[nH]c(NC(=O)Nc2c(C)n(C)n(-c3ccccc3)c2=O)c1C
36	CC(Nc1ncnc2nc[nH]c12)c1ccccc1 (centres undefined)
37	Cc1cc2c(cc1C)NC(c1c(C)n(C)n(-c3ccccc3)c1=O)C1=C(CC(C)(C)CC1=O)N2 (centres undefined)
38	Cc1ccc(S(=O)(=O)N2CCOCC2)cc1C(=O)Nc1nc2ccccc2[nH]1
39	COc1cc(OC)nc(S(C)(=O)=O)n1
40	COC(=O)CC1=C(C(=O)OC)C(c2ccc3c(c2)OCO3)C(C#N)=C(N)O1 (centres undefined)

screen / no.	33	34	35	36	37	38	39	40
PAFAH2 FP inh	0	2	-2	3	5	3	0	4
PAD4 inh	5	-5	-3	0	-5	1	-1	-2
PAFAH1B2 inh	-2	3	0	9	-2	1	3	4
PAFAH1B3 inh	1	16	2	2	-4	5	10	12
pPAFAH inh	-1	-3	3	5	4	-1	5	-3
Fam108B inh	3	1	5	3	0	1	3	-4
LYPLA1 counter	1	-1	-3	-3	1	-4	-6	5
GSTO1 inh	-3	-11	5	2	11	3	5	-3
PME-1 primary	1	-4	-5	-3	-1	7	-9	-1

41	O=C(Nc1ccccc1O)/C(=C\c1ccccc1)NC(=O)c1ccccc1
42	CC(=O)OC[C@H]1O[C@@H](Sc2cccc3cccnc23)[C@H](OC(C)=O)[C@@H](OC(C)=O)[C@H]1OC(C)=O
43	CSc1ccc(S(=O)(=O)NCC(=O)OCC(=O)N(C)C2CCCCC2)cc1[N+](=O)[O-]
44	COc1ccc(Cc2nnc(SC)[nH]c2=O)cc1
45	O=[N+]([O-])c1ccc(S(=O)(=O)N(CC(O)CN2CCCCC2)c2ccccc2)cc1 (centres undefined)
46	CCCn1c2c(c(O)c(C(=O)NCCCN(CC)CC)c1=O)CCCC2
47	COCCCNC(=O)CCCOc1ccccc1
48	CCOC(=O)c1[nH]ncc1CN1CCC(Cc2cccc(OC)c2)(C(=O)OCC)CC1

screen / no.	41	42	43	44	45	46	47	48
PAFAH2 FP inh	4	-1	-1	3	-7	-3	5	-4
PAD4 inh	-3	-4	5	2	-5	-4	5	-4
PAFAH1B2 inh	-5	2	-1	0	-1	1	-4	0
PAFAH1B3 inh	-8	1	7	-6	3	3	11	11
pPAFAH inh	6	4	12	-1	1	3	8	5
Fam108B inh	1	1	2	0	-6	2	1	6
LYPLA1 counter	1	4	-2	-3	-1	-1	3	2
GSTO1 inh	1	19	3	-4	1	4	2	3
PME-1 primary	2	7	1	-3	0	-4	-2	0

Retrieved one by one from above (five):
42	CC(=O)OC[C@H]1O[C@@H](Sc2cccc3cccnc23)[C@H](OC(C)=O)[C@@H](OC(C)=O)[C@H]1OC(C)=O
43	CSc1ccc(S(=O)(=O)NCC(=O)OCC(=O)N(C)C2CCCCC2)cc1[N+](=O)[O-]
45	O=[N+]([O-])c1ccc(S(=O)(=O)N(CC(O)CN2CCCCC2)c2ccccc2)cc1 (centres undefined)
47	COCCCNC(=O)CCCOc1ccccc1
46	CCCn1c2c(c(O)c(C(=O)NCCCN(CC)CC)c1=O)CCCC2

screen / no.	42	43	45	47	46
PAFAH2 FP inh	-1	-1	-7	5	-3
PAD4 inh	-4	5	-5	5	-4
PAFAH1B2 inh	2	-1	-1	-4	1
PAFAH1B3 inh	1	7	3	11	3
pPAFAH inh	4	12	1	8	3
Fam108B inh	1	2	-6	1	2
LYPLA1 counter	4	-2	-1	3	-1
GSTO1 inh	19	3	1	2	4
PME-1 primary	7	1	0	-2	-4

(cont.)
49	COc1ccccc1/C=C1\SC(=S)N(NS(=O)(=O)c2ccccc2)C1=O
50	CCOC(=O)Nc1ccc2c(c1)N(C(=O)CCN(CC)CC)c1ccccc1S2=O (centres undefined)
51	OC(c1ccccc1)C(O)c1ccccc1 (centres undefined)
52	CCOC(=O)C1Oc2ccccc2C(c2ccoc2)=C1C(=O)OC (centres undefined)
53	O=C(Nc1ccsc1C(=O)O)c1ccccc1
54	COc1ccc(CNC(=O)CN(C)S(=O)(=O)c2ccc3c(c2)OCCO3)cc1OC
55	Cc1sc2nc(SCC(=O)Nc3ccc(S(N)(=O)=O)cc3)[nH]c(=O)c2c1C
56	Cc1ccc(OCc2csc(N)n2)cc1

screen / no.	49	50	51	52	53	54	55	56
PAFAH2 FP inh	2	-3	.	3	4	3	15	5
PAD4 inh	-6	3	-1	1	-4	-2	-2	4
PAFAH1B2 inh	3	2	.	3	4	-2	3	-1
PAFAH1B3 inh	11	8	.	7	6	11	7	-5
pPAFAH inh	3	-3	0	-2	1	-1	12	2
Fam108B inh	3	-3	1	.	-2	.	1	1
LYPLA1 counter	-3	1	1	.	1	1	-3	0
GSTO1 inh	-3	-6	-2	.	2	.	-15	5
PME-1 primary	3	0	-1	.	3	4	1	-1

The closing two records of the part above lead into the next.
55	Cc1sc2nc(SCC(=O)Nc3ccc(S(N)(=O)=O)cc3)[nH]c(=O)c2c1C
56	Cc1ccc(OCc2csc(N)n2)cc1
57	Nc1ccc(OCCCc2c(N)nc(N)nc2N)cc1
58	Cc1ccc(S(=O)(=O)N2CC(O)C[C@H]2C(=O)OCC(=O)c2ccccc2)cc1 (some centres undefined)
59	CCOC(=O)c1cc2n(n1)C(C(F)(F)F)CC(C)N2 (centres undefined)
60	COCCNc1nc(-c2ccc(OC)cc2)c(-c2ccc(OC)cc2)s1
61	COc1ccc(CNC(=O)CN(C(=O)CCC(=O)Nc2nccs2)c2ccc(C)cc2)cc1
62	C=CCc1ccc(OCCCCOc2ccc(C(=O)O)cc2)c(OC)c1

screen / no.	55	56	57	58	59	60	61	62
PAFAH2 FP inh	15	5	-4	-1	5	14	-6	.
PAD4 inh	-2	4	-3	-2	0	-2	-5	-3
PAFAH1B2 inh	3	-1	2	7	3	6	1	.
PAFAH1B3 inh	7	-5	7	7	-4	10	2	.
pPAFAH inh	12	2	2	1	3	10	1	4
Fam108B inh	1	1	3	0	-2	3	-5	-5
LYPLA1 counter	-3	0	1	2	-1	4	-5	-4
GSTO1 inh	-15	5	0	3	3	9	8	-1
PME-1 primary	1	-1	-1	1	4	9	-1	-2
